TexasRed fluor – Total Fluorescence Counterscreen for Inhibitors of the Interaction of Thyroid Hormone Receptor and Steroid Receptor Coregulator 2 | TRb/SRC2 Texas Red total fluorescence interference | Potency, µM (top dose mostly 106 µM), for the others: at the top dose fluorescence change, negative = quenching | 0.29% of 280,000 active; active means well fitted curve in either direction with a large enough effect; inconclusive means small, poorly fitted or top-dose-only effect
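Human TRβ ligand-binding domain (0.6 uM) and Texas Red SRC2 peptide (20 nM) in Tris buffer with 1 uM T3 and 5% DMSO were incubated with pinned compound for 5 hr at ambient temperature. Total fluorescence was computed as S + 2P (555/632 nm).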
RGS12 GoLoco inh – qHTS Assay for Inhibitors of RGS12 GoLoco Motif Activity (Red Fluorophore); Guanine nucleotide-binding protein G(i) subunit alpha-1 (Homo sapiens), P63096; Gai1:RGS12 GoLoco peptide FP, rhodamine, 10 min; Potency, µM (highest dose often 61.6 µM), for the others: at the top dose activity, negative = inhibition, hits mostly inhibitors; 0.44% of 230,000 active; active means well fitted inhibition curve with a large enough effect, not every such curve was filed as active; inactive means no such curve, though single readings can be large or run the other way; further: nearly all actives have a fitted effect of over 30% in size; many of its hits are not listed in these tables
L3MBTL1 inh – qHTS Assay for the Inhibitors of L3MBTL1. Lethal(3)malignant brain tumor-like protein 1 (Homo sapiens), Q9Y468. AlphaScreen L3MBTL1–H3K9me1 peptide binding. Potency, µM (doses to about 57.1 µM), for the others: top-dose activity, negative = inhibition, actives largely listed as inhibitors. 0.66% of 230,000 active; further: nearly all actives have a fitted effect of over 60% in size
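L3MBTL1 50 nM + b-AHA-H3(1-15)K9me1 75 nM, 30 min RT; compound added, 30 min RT; streptavidin donor/Ni-chelate acceptor beads 10 ug/mL each final, 30 min RT dark; AlphaScreen read.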
TRb SRC2 PPI – qHTS for Inhibitors of the Interaction of Thyroid Hormone Receptor and Steroid Receptor Coregulator 2 | Thyroid hormone receptor beta (Homo sapiens), P10828 | TRbeta-SRC2 peptide binding, fluorescence polarization; receptor liganded with 1 µM T3 | Potency, µM (highest dose often 106 µM), for inactives: top-dose activity change, negative = inhibition, actives largely listed as inhibitors | 0.065% of 280,000 active | AID 1469, 2008;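 further: plate controls were bound peptide for no effect and peptide without receptor for full effect; nearly all actives have a fitted effect of over 50% in size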
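Human TRb LBD (0.6 uM) plus Texas Red-labeled SRC2 peptide (20 nM), 1uM T3, 5% DMSO, 5 hr at ambient temperature. Decreased polarization (555/632 nm) flags inhibition; data normalized to free and bound peptide controls.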
Tau FP inhib – qHTS for Inhibitors of Tau Fibril Formation, Fluorescence Polarization. AID 1468, 2008. 0.39% of 280,000 active. Potency, µM (doses to about 57.7 µM), for inactives: top-dose activity, negative = inhibition, usual class: inhibitors. Microtubule-associated protein tau (Homo sapiens), P10636. K18 P301L tau heparin fibrillization, Alexa594 FP, 6 h; further: nearly all actives have a fitted effect of over 55% in size
Target sequence (P10636 561-689 P618L limits assumed): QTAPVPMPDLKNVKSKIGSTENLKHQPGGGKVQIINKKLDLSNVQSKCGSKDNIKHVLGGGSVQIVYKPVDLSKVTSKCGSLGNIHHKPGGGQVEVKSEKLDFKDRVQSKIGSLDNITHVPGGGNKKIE
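Steps: dispense K18 P301L tau (15 uM plus 0.24 uM Alexa 594 tracer, final) in pH 7 sodium acetate; add compound; add heparin (20 uM final); incubate 6 hr, 37 C; add ThT (30 uM final); after 1 hr ambient, read FP.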
RECQ1 helicase – qHTS Assay for Inhibitors of RecQ-Like Dna Helicase 1 (RECQ1); ATP-dependent DNA helicase Q1 (Homo sapiens), P46063; RECQ1 DNA unwinding, red fluorescence kinetic read; Potency, µM (top dose mostly 57.3 µM), for inactives: top-dose activity, negative = inhibition, most hits filed as inhibitors; 0.54% of 240,000 active; AID 2549, 2010;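 further: plate controls were vehicle for no effect and no enzyme for full effect; nearly all actives have a fitted effect of over 30% in size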
Target sequence (P46063 whole entry, looked up): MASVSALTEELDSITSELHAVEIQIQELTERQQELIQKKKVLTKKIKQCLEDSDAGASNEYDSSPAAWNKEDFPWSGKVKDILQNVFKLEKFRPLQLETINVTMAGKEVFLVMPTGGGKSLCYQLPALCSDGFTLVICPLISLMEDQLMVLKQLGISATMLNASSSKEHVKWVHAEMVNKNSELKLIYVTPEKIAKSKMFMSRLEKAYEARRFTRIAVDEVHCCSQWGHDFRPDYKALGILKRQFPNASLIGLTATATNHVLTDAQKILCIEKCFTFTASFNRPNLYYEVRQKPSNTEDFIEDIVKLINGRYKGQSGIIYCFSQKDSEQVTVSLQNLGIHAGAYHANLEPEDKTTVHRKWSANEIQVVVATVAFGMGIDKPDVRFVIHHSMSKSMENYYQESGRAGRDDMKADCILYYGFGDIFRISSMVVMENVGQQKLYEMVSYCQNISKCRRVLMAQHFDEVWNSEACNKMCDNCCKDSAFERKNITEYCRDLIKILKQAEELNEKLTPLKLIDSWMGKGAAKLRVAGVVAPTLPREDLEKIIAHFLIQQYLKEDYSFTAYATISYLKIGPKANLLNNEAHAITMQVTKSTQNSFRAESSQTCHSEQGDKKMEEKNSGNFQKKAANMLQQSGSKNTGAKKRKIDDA
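50 nM RECQ1T1 preincubated 15 min with compound in Tris pH 8.0 buffer with MgCl2, DTT, Tween-20 and 2.5 ug/ml poly(dI-dC); started with 200 nM TAMRA/BHQ-2 forked duplex and 2 mM ATP. Unwinding read as fluorescence (525/598 nm), two reads 2 h apart.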
KDM4E inh – qHTS Assay for Inhibitors of Human Jumonji Domain Containing 2E (JMJD2E); Lysine-specific demethylase 4E (Homo sapiens), B2RXH2; JMJD2E catalytic domain, FDH-coupled NADH fluorescence (FDH is formaldehyde dehydrogenase); Potency, µM (highest dose often 57.1 µM), for inactives: at the top dose activity change, negative = inhibition, usual class: inhibitors; 1.6% of 230,000 active; AID 2147, 2009; active means well fitted inhibition curve with a large enough effect, not every such curve was filed as active; inconclusive means small, poorly fitted or top-dose-only effect, or another doubt; inactive means no such curve, though single readings can be large or run the other way;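 further: 0% = wells with enzyme and -100% = buffer wells without enzyme; nearly all actives have a fitted effect of over 50% in size; many of its hits are not listed in these tables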
Target sequence (B2RXH2 1-337 limits assumed): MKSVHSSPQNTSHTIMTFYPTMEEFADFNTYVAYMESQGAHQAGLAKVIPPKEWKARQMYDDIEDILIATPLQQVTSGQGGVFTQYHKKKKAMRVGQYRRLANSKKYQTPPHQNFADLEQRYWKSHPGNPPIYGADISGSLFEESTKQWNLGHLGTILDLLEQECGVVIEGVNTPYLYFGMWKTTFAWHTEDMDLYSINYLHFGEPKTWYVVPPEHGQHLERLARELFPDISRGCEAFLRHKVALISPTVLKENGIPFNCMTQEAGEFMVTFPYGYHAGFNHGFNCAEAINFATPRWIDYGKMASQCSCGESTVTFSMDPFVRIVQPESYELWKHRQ
Tau fibril ThT – qHTS for Inhibitors of Tau Fibril Formation, Thioflavin T Binding | recombinant tau K18 P301L, heparin-induced fibrillization, ThT fluorescence | 2.1% of 270,000 active | Potency, µM (series often up to 57.4 µM), inactives show top-dose activity, negative = inhibition, actives largely listed as inhibitors | Microtubule-associated protein tau (Homo sapiens), P10636; further: nearly all actives have a fitted effect of over 55% in size
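ThT emission at 510 nm, taken 1 hr after adding 30 uM dye, quantifies aggregates formed when 20 uM heparin acts on human tau K18 P301L for 6 hr at 37 C.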
* marks the source's active call; other numbers are inactive results; i = inactive; ? = inconclusive; . = not tested or not shown; [ ] = remark or other dose. Unless noted, the call rests on the fitted dose curve; in most records, active means well fitted curve in the direction sought with a large enough effect; inconclusive means small, poorly fitted or top-dose-only effect, or another doubt; inactive means no such curve, though single readings can be large; an effect the other way counts as inactive or inconclusive. Unless noted, on the % scale 0 is the no-effect control and ±100 the full control effect; potency means the concentration at half of the fitted maximal effect. This is a subset; rates above refer to the full screens.

SMILES	TexasRed fluor	RGS12 GoLoco inh	L3MBTL1 inh	TRb SRC2 PPI	Tau FP inhib	RECQ1 helicase	KDM4E inh	Tau fibril ThT
COc1ccc(C(=O)CSc2[nH]c(=O)cc(C(F)(F)F)c2C#N)cc1	-1%	6%	-3%	-2%	-5%	i	-11%	?
CSc1nc(O)c(C(c2cccc([N+](=O)[O-])c2)c2c(O)nc(SC)[nH]c2=O)c(=O)[nH]1	-5%	27%	1%	-2%	?	16%	-4%	11µM*
CC12C=CC3(O1)C(C(=O)N(c1cccnc1)C3C(=O)NC1CCCCC1)C2C(=O)Nc1ccccc1 (stereo unspecified)	2%	3%	.	-6%	-10%	-2%	-5%	-4%
CCOc1ccc(S(=O)(=O)NC(C)(C)C)cc1-c1nc2c(C(C)(C)C)nn(C)c2c(=O)[nH]1	2%	-7%	-4%	-2%	0%	i	-7%	-9%
CC(C)(C)NC(=O)C(=O)NNC(=O)c1cccc(Br)c1	3%	2%	.	-10%	-3%	-18%	1%	-5%
CC(Cc1cccs1)NC(=O)NC1CCCCC1 (stereo unspecified)	0%	1%	2%	-2%	5%	-6%	1%	-1%
CCN(C(=O)COc1ncnc2scc(-c3ccc(F)cc3)c12)C1CCS(=O)(=O)C1 (stereo unspecified)	-2%	29%	.	1%	-4%	-2%	6%	-13%
CC(C)(Cc1nc2ccccc2[nH]1)C(=O)O	-2%	-7%	.	-6%	-2%	i	-1%	-8%
Cc1cc(-c2ccc(C)c(S(=O)(=O)N3CCOc4ccc(Cl)cc43)c2)on1	-1%	.	.	-3%	-14%	.	.	11%
CCc1ncc(C(=O)c2ccc(OC)cc2)n1C	1%	-3%	-2%	4%	-4%	-8%	-3%	4%
CC(/C=C/c1ccccc1)=N/NC(=O)C(O)c1ccccc1 (stereo unspecified)	-2%	-4%	5%	-1%	-9%	-8%	14%	-5%
CN(Cc1ccccc1)C(=O)Nc1ccc2c(c1)N(C)C(=O)c1ccccc1S2	-1%	.	.	-3%	7%	.	.	-16%
Nc1ncnc(NC2CCS(=O)(=O)C2)c1[N+](=O)[O-] (stereo unspecified)	-4%	-85%	4%	-5%	2%	i	-4%	-1%
COC(=O)c1nnn(-c2ccc(F)c(Cl)c2)c1C(=O)OC	-2%	-6%	.	8%	-3%	6%	3%	-4%
COCCNCCOc1ccccc1-c1ccccc1	1%	2%	.	-10%	-4%	i	?	-2%
CCOC(=O)c1c(NC(C)=O)c2c3c(sc2n1Cc1nc(-c2ccccc2Cl)oc1C)CCCC3	18µM*[quencher]	.	.	-14%	-5%	.	.	-7%
Cc1cc(NC(=O)c2cnn(-c3ccccc3)c2-n2cccc2)ccc1Br	-2%	.	.	1%	-2%	.	.	-11%
Cc1c2cnn(CC(=O)N3CCCCC3)c(=O)c2c(C)n1Cc1ccc(F)cc1	-2%	.	.	1%	2%	.	.	2%
CC(Sc1ncc(C(F)(F)F)cc1Cl)C(=O)NCC1CCCO1 (stereo unspecified)	-4%	5%	.	-4%	-12%	-5%	-4%	-5%
CC(NC(=O)CC1Sc2ccccc2NC1=O)c1ccccc1 (stereo unspecified)	1%	-11%	-12%	7%	-2%	i	4%	5%
Cc1cc(C(=O)COc2ccc3ccc(=O)oc3c2)c(C)n1C	-1%	-1%	-15%	-3%	-6%	-9%	?	?
Cc1onc(-c2ccccc2Cl)c1C(=O)N1C=CC(C(F)(F)F)=NCC1	0%	3%	-2%	-2%	-6%	-1%	-3%	-3%
Cc1nc2ccc(S(=O)(=O)NCC(=O)NCc3ccc(Cl)cc3)cc2s1	-1%	.	.	5%	-1%	.	.	5%
NC(=O)/C(=N\O)c1ccccc1	-2%	4%	2%	6%	-2%	-3%	5%	-8%
O=C(CNc1ccc2ccccc2c1)N/N=C/c1ccc(OC(=O)/C=C/c2ccco2)cc1	2%	7%	-28%	8%	-13%	-6%	2%	5µM*
Other entries.
SMILES	TexasRed fluor	RGS12 GoLoco inh	L3MBTL1 inh	TRb SRC2 PPI	Tau FP inhib	RECQ1 helicase	KDM4E inh	Tau fibril ThT
O=C(c1ccco1)N1CCN(c2ncnc3c2cnn3-c2ccccc2)CC1	-2%	1%	.	-10%	-4%	0%	-5%	?
COc1ccc(NC(=S)Nc2ccccn2)cc1	-1%	-1%	.	-4%	-6%	i	-6%	.
COC(=O)CN(c1ccccc1)S(=O)(=O)c1ccccc1	-3%	7%	-1%	6%	-15%	-8%	1%	2%
O=C1OCC/C1=C\OCCCO/C=C1\CCOC1=O	0%	7%	.	4%	4%	0%	5%	.
Cc1cc(C)n(-c2ncccc2[N+](=O)[O-])n1	-2%	4%	15%	-6%	0%	2%	6%	-9%
CCOC(=O)C1CCN(Cc2cc(C(C)C)c(O)c(C(C)C)c2)CC1	1%	-1%	2%	2%	1%	4%	0%	-2%
COc1ccc(NC(=O)c2nnn(-c3ccc(C(C)C)cc3)c2C)c(OC)c1	-2%	.	.	-6%	7%	.	.	-1%
O=C(COC(=O)c1cc2c(s1)CCCC2)Nc1ccc(Cl)cn1	9%	11%	-1%	8%	6%	-4%	2%	2%
COc1ccccc1/C=C1\Oc2cc(OC(=O)N3CCOCC3)ccc2C1=O	0%	-1%	-5%	0%	-4%	-5%	5%	1%
CCOC(=O)/C(C#N)=C/c1ccc(SC)cc1	2%	-8%	.	1%	4%	-4%	?	?
COc1cccc(CNc2ccc3c(c2)ncn3C)c1OC	0.0089µM*[quencher]	.	-5%	-5%	2%	.	.	?
Cc1ccccc1OCC(=O)NNC(=O)CCc1ccccc1	2%	8%	8%	-2%	-2%	i	14%	-17%
COc1cc(NC(=O)Cn2c(=O)ccc3cc(S(=O)(=O)N4CCCC4)ccc32)cc(OC)c1	4%	.	.	2%	?	.	.	-7%
Cc1ccc(C)c(NC(=O)Cn2cc(C(=O)c3ccc(Cl)cc3)c(=O)c3ccc(C)nc32)c1	-34%	.	.	2%	-11%	.	.	-2%
COC(=O)c1[nH]c2cccc(OC)c2c1NC(=O)CCN1CCC(C)CC1	-5%	7%	4%	0%	-1%	-15%	?	7%
Cc1cc(C)cc(C(=O)Nc2ccc(-c3nc4ncccc4o3)cc2)c1	4%	.	.	-2%	-14%	.	.	?
CC(C)C(=O)Nc1cccc(-c2cnc3ccccc3n2)c1	-7%	3%	.	0%	-10%	-6%	-5%	-19%
CCc1ccc(NC(=O)N(C2CCC(C)CC2)C2CCN(C(C)=O)CC2)cc1 (stereo unspecified)	2%	-2%	45%[activator]	-21%	-3%	-2%	-9%	-1%
CN(Cc1ccccc1)S(=O)(=O)c1cccc(C(=O)O)c1	1%	-1%	.	2%	9%	-4%	2%	-11%
CCCn1nnnc1SCC(=O)NCc1ccc(OC)cc1	3%	-15%	-4%	4%	-10%	-15%	6%	0%
Cc1nnc(SCC(=O)N2CCN(c3ccccc3)CC2)n(N)c1=O	0%	-4%	.	3%	-10%	i	5%	-10%
CNC(=S)N/N=C(\C)c1ccc(Cl)s1	8%	4%	-7%	-5%	8%	-3%	7%	5%
CCOc1cccc(C2C(C#N)=C(N)Oc3cc(C)oc(=O)c32)c1OCC (stereo unspecified)	2%	.	-3%	-12%	-4%	-2%	-5%	3%
C=CCn1c(SCc2csc(C)n2)nc2sc3c(c2c1=O)CCCC3	-1%	6%	.	-4%	2%	-5%	-4%	?
CCOC(=O)c1[nH]c2c(c1Cc1ccccc1OC)C(=O)CC(c1ccc(OC)cc1)C2 (stereo unspecified)	-1%	.	.	-7%	-15%	.	.	-5%
Carrying on:
SMILES	TexasRed fluor	RGS12 GoLoco inh	L3MBTL1 inh	TRb SRC2 PPI	Tau FP inhib	RECQ1 helicase	KDM4E inh	Tau fibril ThT
CCOC(=O)N1CCN(C(=O)COc2ccccc2Cl)CC1	2%	-1%	-13%	-17%	-4%	-5%	5%	1%
O=c1[nH]c2ccsc2c(=O)n1-c1ccc(F)c(Cl)c1	0%	0%	6%	1%	-3%	i	-10%	-5%
CN(CC(=O)N1CCc2ccccc21)S(=O)(=O)c1ccc(Br)s1	1%	11%	.	5%	2%	-8%	-1%	-14%
Cc1nnc(N2CCN(C(=O)Nc3cc(F)ccc3F)CC2)c2nn(-c3ccc(Cl)cc3)c(C)c12	-5%	.	.	-1%	-2%	.	.	-3%
CCOC(=O)N1CCN(C(=O)c2cn(CC)c3ccc(S(=O)(=O)N4CC(C)CC(C)C4)cc3c2=O)CC1 (stereo unspecified)	0%	1%	.	1%	-1%	i	3%	-9%
CCCN(CCC)C(=O)C(Cc1ccccc1)NS(=O)(=O)c1ccc2c(c1)c(=O)n(C)c(=O)n2C (stereo unspecified)	-8%	.	.	8%	3%	.	.	2%
Cc1ccc(NC(=O)C(C)N2C(=O)c3ccccc3C2=O)nc1 (stereo unspecified)	-2%	10%	-1%	-2%	-7%	17%	-2%	2%
CCOc1ccc(CCNC(=O)CCCc2nnc3n(CC)c(=O)c4sccc4n23)cc1OCC	-1%	.	.	-4%	-5%	.	.	-10%
CNc1c([N+](=O)[O-])cnn1-c1ccc(Cl)cc1Cl	4%	-1%	-2%	6%	6%	10%	-2%	-7%

Among those listed so far, three contain bromine.
SMILES	TexasRed fluor	RGS12 GoLoco inh	L3MBTL1 inh	TRb SRC2 PPI	Tau FP inhib	RECQ1 helicase	KDM4E inh	Tau fibril ThT
CC(C)(C)NC(=O)C(=O)NNC(=O)c1cccc(Br)c1	3%	2%	.	-10%	-3%	-18%	1%	-5%
Cc1cc(NC(=O)c2cnn(-c3ccccc3)c2-n2cccc2)ccc1Br	-2%	.	.	1%	-2%	.	.	-11%
CN(CC(=O)N1CCc2ccccc21)S(=O)(=O)c1ccc(Br)s1	1%	11%	.	5%	2%	-8%	-1%	-14%
